Source: PubChem
FUS yeast rescue – qHTS for Suppressors of FUS Proteinopathy: Primary screen using FUS-linked yeast assay; 390,000 tested, 0.24% active; AID 1347120, 2019; S. cerevisiae FUS-expressing, growth rescue, OD600, 24 h; Potency, µM (top dose mostly 76.6 µM), for inactives: at the highest dose growth rescue (activation), hits mostly activators;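 note: plate controls were DMSO vehicle for no effect and reference control for full effect; nearly all actives have a fitted effect of over 55% in size; some results filed as inactive show a strong effect at the top dose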
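Compound concentration series was pinned onto galactose-induced FUS-expressing yeast seeded at OD 0.005. Plates sat 24hr at 30C; absorbance at 600 nm gave growth. DMSO served as background control.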
aSyn rescue – qHTS of alpha-syn Inhibitors; Potency, µM (series often up to 46.1 µM), for the others: top-dose growth rescue (activation), usual class: activators; Yeast expressing alpha-synuclein, growth rescue, BacTiter-Glo, 24 h; 370,000 tested, 0.14% active; note: % of control where 0% means no effect; nearly all actives have a fitted effect of over 65% in size
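Rescue of yeast growth: cells expressing toxic alpha-synuclein, induced in galactose at OD600 0.02, incubated with compound 24 h at 30 C. ATP luminescence quantified growth; inhibitors of toxicity appear as activators.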
PLK1 PBD inh – qHTS for Inhibitors of PLK1-PDB (polo-like kinase 1 - polo-box domain): Primary Screen; Serine/threonine-protein kinase PLK1 (Homo sapiens), P53350; Plk1 PBD binding of FITC phosphopeptide, fluorescence polarization; Potency, µM, without a hit: max response, negative = inhibition, hits mostly inhibitors; 360,000 tested, 2.8% active; note: series mostly up to about 57 µM; % is set by controls: 0 for no effect and ±100 for the full control effect; nearly all actives have a fitted effect of over 65% in size
Target sequence (P53350 whole entry, looked up, the tested form may be a part): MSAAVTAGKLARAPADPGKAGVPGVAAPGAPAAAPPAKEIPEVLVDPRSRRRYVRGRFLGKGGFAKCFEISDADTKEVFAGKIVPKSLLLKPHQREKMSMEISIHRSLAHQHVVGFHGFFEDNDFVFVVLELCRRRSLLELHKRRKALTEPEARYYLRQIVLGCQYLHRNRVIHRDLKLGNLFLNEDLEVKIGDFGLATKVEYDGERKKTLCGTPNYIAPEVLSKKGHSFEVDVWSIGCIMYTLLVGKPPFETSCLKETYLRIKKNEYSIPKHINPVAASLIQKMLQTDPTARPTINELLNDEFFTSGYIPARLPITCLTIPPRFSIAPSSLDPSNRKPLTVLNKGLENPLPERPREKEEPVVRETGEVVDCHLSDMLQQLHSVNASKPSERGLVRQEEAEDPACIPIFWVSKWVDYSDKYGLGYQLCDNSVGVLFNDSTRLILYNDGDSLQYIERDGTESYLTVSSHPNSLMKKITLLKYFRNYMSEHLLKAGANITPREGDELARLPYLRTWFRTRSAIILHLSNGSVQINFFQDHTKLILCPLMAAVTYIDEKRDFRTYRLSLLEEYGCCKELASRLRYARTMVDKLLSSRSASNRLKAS
An asterisk follows results filed as active; [ ] = remark or other dose. Calls come from the whole dose curve; as a rule, active = well fitted curve in the direction sought with a large enough effect; inconclusive = small, poorly fitted or top-dose-only effect, or another doubt; inactive = no such curve, though single readings can be large; an effect the other way counts as inactive or inconclusive. Potency is the fitted concentration of half-maximal effect. The list is partial. The share of hits here may be higher or lower than overall.

What do the screens show for `Cc1ccccc1OCC(=O)NCC(=O)OCC(=O)c1ccc2c(c1)CCCC2`?
aSyn rescue: 5%

What do the screens show for `Cc1cc(Cl)nc2nc(Cl)ccc12`?
aSyn rescue: -4%

Results for COc1cc(/C=c2\[nH]c(=O)/c(=C/c3cc(OC)c(OC)c(OC)c3)[nH]c2=O)cc(OC)c1OC ?
aSyn rescue: -14%

What do the screens show for `COc1ccc(-c2cc3ncc(C)n3c(Nc3ncccc3C(N)=O)n2)cc1OC`?
aSyn rescue: -4%

How did Cc1c(CCO)sc[n+]1CC(=O)c1ccc2ccccc2c1 do in these assays?
aSyn rescue: 0%

What do the screens show for `CCOC(=O)[C@H](CCc1ccccc1)N[C@@H](C)C(=O)N1[C@H](C(=O)O)C[C@H]2CCCC[C@@H]21`?
aSyn rescue: -1%

How did O=C(C[n+]1ccncc1)c1ccc2ccccc2c1 do in these assays?
aSyn rescue: -1%

How did Cn1c(SCC(=O)NCc2ccco2)nnc1-c1cccc(NC(=O)c2ccccc2)c1 do in these assays?
aSyn rescue: 2%

What do the screens show for `O=S(=O)(c1ccccc1Br)N1CCN(c2nc(-c3cccs3)nc3ccccc23)CC1`?
aSyn rescue: -2%

Results for COc1cc(NC(=O)CSc2nnc3c(n2)[nH]c2ccc(OC)cc23)cc(OC)c1 ?
aSyn rescue: -1%

What do the screens show for `O=C(C[n+]1ccccc1Br)c1ccc(I)cc1`?
aSyn rescue: 13%

What do the screens show for `Cc1ccc(S(=O)(=O)N2CCN(c3nc(-c4ccc(CN5CCNCC5)s4)nc4ccccc34)CC2)cc1`?
aSyn rescue: -2%

Results for CCCN(CCC)c1nc(N)nc(C#N)n1 ?
aSyn rescue: -11%

How did O=C(Nc1cccc2cccnc12)OCc1ccccc1 do in these assays?
aSyn rescue: 7%

What do the screens show for `O=C(NC1CCCc2ccccc21)c1cnn2c1NC(=C1CC1)C=C2C(F)F` (stereo not drawn)?
aSyn rescue: 14%

How did Cc1c(O)c2c(c(C(=O)/C=C/c3ccccc3)c1O)OC(C)(C)C=C2 do in these assays?
aSyn rescue: -9%

How did CN(C)c1ccc(N=Cc2ccncc2)cc1 do in these assays?
aSyn rescue: 0%

How did Cc1ccc(C)c2c(/C=C/c3ccc(N(C)C)cc3)ccnc12 do in these assays?
aSyn rescue: -10%

Results for O=C1c2ccccc2NC(c2ccc3c(c2)OCO3)N1Cc1ccco1 (stereo not drawn) ?
aSyn rescue: 6%

How did COc1ccc(-c2nc(N3CCN(S(=O)(=O)c4ccc(C)cc4)CC3)c3ccccc3n2)cc1 do in these assays?
aSyn rescue: 3%

How did C(=Nc1ccc(/C=C/c2ccnc3ccccc23)cc1)c1ccco1 do in these assays?
aSyn rescue: -3%

What do the screens show for `COc1ccc(-c2nc3ccc(NC(=O)CO)cc3c(=O)n2Cc2cccc(Cl)c2)cc1COc1ccc(NC(C)=O)cc1`?
aSyn rescue: 5%

What do the screens show for `COc1ccc(-c2sc(N)nc2-c2ccccc2)cc1`?
aSyn rescue: -9%

How did CCCN1CNc2c(c(=O)[nH]c(=S)n2CCc2ccccn2)C1 do in these assays?
aSyn rescue: -4%

Results for O=C(Nc1nnc(Cc2ccccc2)s1)C1CCN(C(=O)c2cccs2)CC1 ?
aSyn rescue: 3%

What do the screens show for `c1ccc(-c2csc3ncnc(Sc4nnnn4-c4ccccc4)c23)cc1`?
aSyn rescue: 0%

Results for CC(=O)N(c1ccc(Cl)cc1)C1SC(=O)N(c2ccccc2)C1=O (stereo not drawn) ?
aSyn rescue: 13%

How did O=C(NNc1cc(Cl)cc(Cl)c1)c1sccc1Cl do in these assays?
aSyn rescue: 2%

How did COc1ccccc1CN(C)CC(=O)c1c(C)[nH]c2ccccc12 do in these assays?
aSyn rescue: 0%

How did Fc1ccc(C(OCCCc2cnc[nH]2)c2ccc(F)cc2)cc1 do in these assays?
aSyn rescue: 2%

Results for COc1ccc(S(=O)(=O)Nc2cccc3cccnc23)c([N+](=O)[O-])c1 ?
aSyn rescue: 22µM*

How did Cc1ccc(CNc2ncnc3[nH]ncc23)o1 do in these assays?
aSyn rescue: -4%

How did OC(Cc1ccc2ccccc2n1)c1ccc(Cl)c(Cl)c1 (stereo not drawn) do in these assays?
aSyn rescue: -20%

What do the screens show for `COc1ccc(OC)c(/C=C/c2c3ccccc3cc[n+]2C)c1`?
aSyn rescue: inconclusive

Results for Nc1ccc2c3c(cccc13)C(=O)NC2=O ?
aSyn rescue: 5%

Results for COC(=O)c1ccccc1NC(=O)COc1ccccc1C(=O)Nc1ccccc1 ?
aSyn rescue: inconclusive

What do the screens show for `COc1cc2ncnc(N3CCN(C(=O)Nc4ccc(Oc5ccccc5)cc4)CC3)c2cc1OC`?
aSyn rescue: 2%

What do the screens show for `O=C(Nc1ccccc1Sc1ccccc1)c1cnn2c1NC(=C1CC1)C=C2C(F)(F)F`?
aSyn rescue: -2%

Results for Cc1ccc(S(=O)(=O)N2CCN(c3nc(-n4c(=O)[nH]c5ccccc54)nc4ccccc34)CC2)cc1 ?
aSyn rescue: 0%

Results for COc1ccccc1CC(=O)NO ?
aSyn rescue: inconclusive

How did CCSc1ncnc2nc[nH]c12 do in these assays?
aSyn rescue: inconclusive

What do the screens show for `CCc1ccc(OCCCCn2c(CCNC(=O)C3CCCCC3)nc3ccccc32)cc1`?
aSyn rescue: 0%

What do the screens show for `NCCCCCCNS(=O)(=O)c1cccc2ccccc12`?
aSyn rescue: -1%

Results for C=C1C=C(C(F)F)n2ncc(C(=O)N3CCCCC3)c2N1 ?
aSyn rescue: -1%

Results for COc1cc(OC)c(/C=C/c2ccnc3ccccc23)c(OC)c1 ?
aSyn rescue: -9%

How did O=C(O)c1[nH]n(-c2ccc(S(=O)(=O)O)cc2)c(=O)c1N=Nc1ccc(S(=O)(=O)O)cc1 do in these assays?
aSyn rescue: 1%

Results for CN(C)c1ccc(/C=C/c2nc3ccccc3o2)cc1 ?
aSyn rescue: 9%

Results for COc1cc2nc(N3CCCCC3)nc(NC3CC3)c2cc1OC ?
aSyn rescue: -3%

How did Cc1ccc(NNC(=O)c2sccc2Cl)c(C)c1 do in these assays?
aSyn rescue: -27%

What do the screens show for `O=C1Nc2ccc(I)cc2C1=Cc1cc(Br)c(O)c(Br)c1`?
aSyn rescue: 3.2µM*

Results for NC(=O)C(=O)O ?
aSyn rescue: 1%

Results for C1=Nc2ccccc2/C1=C/c1ccccc1 ?
aSyn rescue: -1%

What do the screens show for `O=S(=O)(c1ccc(OC(F)(F)F)cc1)N1CCN(c2nc(-c3cccs3)nc3ccccc23)CC1`?
aSyn rescue: 2%

How did Cc1ccc(NC(=O)c2ccc(-n3nncc3-c3ccccc3)cc2)cc1 do in these assays?
aSyn rescue: -3%

How did C[n+]1c(/C=C/c2ccc(N)cc2)sc2ccccc21 do in these assays?
aSyn rescue: inconclusive

What do the screens show for `Nc1cccc(S(=O)(=O)N2CCOCC2)c1`?
aSyn rescue: -4%

Results for Cc1ccc(Nc2c(-c3ccc(C)s3)nc3cccc(C)n23)cc1 ?
aSyn rescue: -34%[inhibitor]

How did O=C1NC(=O)/C(=C/c2ccc(-c3ccc(F)cc3O)o2)S1 do in these assays?
aSyn rescue: 9%

Results for CNc1c(Br)cc(C(O)C2=CCc3ccccc32)cc1Br (stereo not drawn) ?
aSyn rescue: inconclusive

Results for CC(=O)Nc1ccc(Nc2nc(Nc3ccc(Cl)cc3)nc(N3CCOCC3)n2)cc1 ?
aSyn rescue: 16%

What do the screens show for `NC1(C(=O)O)CCc2cc(C(=O)O)ccc21` (stereo not drawn)?
aSyn rescue: -9%

What do the screens show for `O=C1CCc2cc(-c3csc(-c4ccc(O)cc4)n3)ccc2N1`?
aSyn rescue: 4%

How did O=C(Nc1nc2ccccc2n1CCN1CCOCC1)c1cccc([N+](=O)[O-])c1 do in these assays?
aSyn rescue: -14%

What do the screens show for `C=C1C=C(C(F)F)n2ncc(C(=O)NCc3ccc(Cl)cc3Cl)c2N1`?
aSyn rescue: 8%

Results for COc1cc2nc(CCNCc3ccccc3)nc(NC3CCN(C)CC3)c2cc1OC ?
aSyn rescue: -1%

How did N=c1nc(-c2ccccc2)n(-c2ccccc2)s1 do in these assays?
aSyn rescue: -48%[inhibitor]

What do the screens show for `O=C(Nc1cccc2cccnc12)C(F)(F)F`?
aSyn rescue: 6%

Results for O=C(NCCCc1cnc[nH]1)NCCCN(Cc1ccc(Cl)cc1)c1ccc(Br)cn1 ?
aSyn rescue: -9%

How did OCCNc1ncnc2oc(-c3ccco3)c(-c3ccco3)c12 do in these assays?
aSyn rescue: inconclusive

How did O=c1[nH]c(=O)n([C@H]2C[C@@H](O)[C@@H](CO)O2)cc1F do in these assays?
aSyn rescue: 8%

The list goes on (2 carried over from the part before).
How did OCCNc1ncnc2oc(-c3ccco3)c(-c3ccco3)c12 do in these assays?
aSyn rescue: inconclusive

How did O=c1[nH]c(=O)n([C@H]2C[C@@H](O)[C@@H](CO)O2)cc1F do in these assays?
aSyn rescue: 8%

What do the screens show for `O=C(Nc1ccccc1F)c1cnn2c1NC(=C1CC1)C=C2C(F)F`?
aSyn rescue: -8%

Results for O=C(NNc1ccc(F)cc1F)c1cccs1 ?
aSyn rescue: 5%

How did CN(C)c1ccc(/C=C2/CCc3ccccc32)cc1 do in these assays?
aSyn rescue: 0%

How did COc1cc(C2Nc3ccccc3C(=O)N2Cc2ccco2)ccc1O (stereo not drawn) do in these assays?
aSyn rescue: -4%

What do the screens show for `CCC(=O)Nc1ccc(-c2nnc(SCc3ccccc3)n2C)cc1`?
aSyn rescue: -12%

What do the screens show for `Cc1ccccc1-c1nc2c(=O)n(C)c(=O)nc-2n(C)n1`?
aSyn rescue: -87%[inhibitor]

Results for COc1ccc(-c2nnc3ccc(SC(C)C)nn23)cc1OC ?
aSyn rescue: 0%

How did C[n+]1ccc(/C=C/c2ccc(C=S)cc2)c2ccccc21 do in these assays?
aSyn rescue: -8%

How did S=c1ncc2n[nH]nc2[nH]1 do in these assays?
aSyn rescue: 6%

What do the screens show for `O=C(c1ccc(Cl)cc1)N1CCN(c2ccc([N+](=O)[O-])c3ncccc23)CC1`?
aSyn rescue: 12%

How did CC(=O)c1ccc(S(=O)(=O)N2CCN(c3nc(-c4ccccc4)nc4ccccc34)CC2)cc1 do in these assays?
aSyn rescue: -6%

How did Cc1cccc(-c2nn(-c3ccccc3)cc2CNCCO)c1 do in these assays?
aSyn rescue: 1%

What do the screens show for `Nc1nc(N)c2c(OCc3ccc(C(F)(F)F)cc3)cccc2n1`?
aSyn rescue: inconclusive

What do the screens show for `O=C(CNC(=O)C(c1ccccc1)c1ccccc1)OCC(=O)c1ccc2ccccc2c1`?
aSyn rescue: 1%

How did N=C(N)c1ccc(OCCCCCOc2ccc(C(=N)N)cc2)cc1 (tested in a mixture with another compound) do in these assays?
aSyn rescue: -22%

Results for C[N+]1(CCCCC[N+]2(C)CCCC2)CCCC1 ?
aSyn rescue: 7%

What do the screens show for `COc1ccc(N2CCN(C(c3ccccc3)c3nnnn3Cc3ccccc3)CC2)cc1` (stereo not drawn)?
aSyn rescue: 5%

Results for CCC[n+]1c(/C=C/c2c(OC)cc(OC)cc2OC)ccc2ccccc21 ?
aSyn rescue: -24%

Results for C[C@H]1CC[C@H]2C(=O)N3[C@H](c4cccc(N5CCCC5=O)c4)[C@@H](C)CC[C@H]3C(=O)N2[C@@H]1c1cccc(N2CCCC2=O)c1 ?
PLK1 PBD inh: -10%

How did O=C(N/C(=C\c1cn(-c2ccccc2)nc1-c1ccccc1)C(=O)N1CCOCC1)c1ccccc1 do in these assays?
PLK1 PBD inh: 4%

Results for O=S1(=O)c2ccc(Br)cc2OC[C@H](Cc2ccccc2)N1Cc1cn(CCC2OCCO2)nn1 ?
FUS yeast rescue: 28%

What do the screens show for `CCOc1cccc(-c2nn3c(-c4cccc(C)c4)nnc3s2)c1`?
FUS yeast rescue: 3%

What do the screens show for `COc1cccc(/C=C2\CC3(OC(C)=O)CCCN2C3)c1` (stereo not drawn)?
FUS yeast rescue: -16%

What do the screens show for `CCCCCCCCN1C(=O)[C@@H](CC(=O)N2CCCCC2)C[C@@]2(C(=O)OC)C1=C[C@H](C(C)C)O[C@@H]2C1CC1`?
FUS yeast rescue: inconclusive

Results for CC(C)(C)c1ccc(C(=O)Nc2cc(Cl)c(Br)cc2C(=O)O)cc1 ?
FUS yeast rescue: -1%

Quoted at random: five records from the list, in no set order.
Results for O=S1(=O)c2ccc(Br)cc2OC[C@H](Cc2ccccc2)N1Cc1cn(CCC2OCCO2)nn1 ?
FUS yeast rescue: 28%

What do the screens show for `CCOc1cccc(-c2nn3c(-c4cccc(C)c4)nnc3s2)c1`?
FUS yeast rescue: 3%

Results for CC(C)(C)c1ccc(C(=O)Nc2cc(Cl)c(Br)cc2C(=O)O)cc1 ?
FUS yeast rescue: -1%

What do the screens show for `COc1cccc(/C=C2\CC3(OC(C)=O)CCCN2C3)c1` (stereo not drawn)?
FUS yeast rescue: -16%

What do the screens show for `CCCCCCCCN1C(=O)[C@@H](CC(=O)N2CCCCC2)C[C@@]2(C(=O)OC)C1=C[C@H](C(C)C)O[C@@H]2C1CC1`?
FUS yeast rescue: inconclusive
